mouse EphA4 binding: EphA4 ligand-binding antagonists – biochemical, colorimetric, mouse EphA4, primary screen (AID 689); inhibition, % at 10 µM, or IC50 in µM where a hit was titrated; hit rate 0.1% among 62,000; EphA4-AP binding to KYL peptide, pNPP A405; higher % means a stronger effect; in the data active means a potency from the dose series; inactive means the rest, 99 in 100 with inhibition below about 22%
An asterisk follows results filed as active. An excerpt. The share of hits here may be higher or lower than overall.

SMILES	mouse EphA4 binding
CCOC(=O)c1c(CN2CCCCC2C)oc2ccc(OC)cc12 (stereo unspecified)	-19%
COC(=O)c1cc(NC(=O)Cc2ccc(OC)c(OC)c2)cc(C(=O)OC)c1	0%
COc1ccc(OC)c(NC(=O)c2ccc(S(=O)(=O)N3CCN(C)CC3)cc2)c1	-7%
O=C(Nc1cccc([N+](=O)[O-])c1)c1ccc(-c2ccc(Cl)cc2)o1	-5%
COc1ccc(NC(=O)Cn2c(=O)sc3ccccc32)c(OC)c1	-9%
COc1ccc(CNc2nc3nc4c(c(=O)n3[nH]2)CCC4)cc1	-9%
COc1cc(OC)c(/C=C2\C(=O)NC(=O)N(c3ccc(Cl)cc3)C2=O)cc1Br	0%
Cc1ccc(NC(=O)c2cccs2)cc1	-1%
COCC(=O)c1[nH]c2ccccc2c1C	-5%
COc1ccc(Cl)cc1C(=O)Nc1ccc(NC(=O)c2ccc(C(C)(C)C)cc2)cc1	7%
COC(=O)c1sc2ccccc2c1-n1cccc1C(=O)C(=O)Nc1ccc(OC)cc1	-6%
CCOC(=O)c1c(C)[nH]c(C(=O)OCC(=O)NC2CCS(=O)(=O)C2)c1C (stereo unspecified)	-8%
CN1CCN(c2ccc(NC(=O)c3ccc4c(c3)OCO4)cc2)CC1	-1%
CCc1c(C)nc(SCCOc2ccc(OC)cc2)[nH]c1=O	-3%
COc1ccc(Cn2c(C)c(C)c(C#N)c2NC(=O)Nc2ccccc2)cc1	-6%
O=C(CN(c1cccc([N+](=O)[O-])c1)S(=O)(=O)c1ccccc1)NCCSc1ccc(Cl)cc1	-7%
O=C(Nc1cccc(Oc2c(F)c(F)c(F)c(F)c2F)c1)N1C[C@@H]2C[C@@H](C1)c1cccc(=O)n1C2	2%
O=[N+]([O-])c1ccccc1CN1CCN(Cc2cc(Br)ccc2O)CC1	0%
O=C(O)CCCCCNC(=O)CCn1nnc2ccccc2c1=O	-6%
CCCn1c(SCC(=O)Nc2nnc(C(C)C)s2)nc2c1c(=O)n(C)c(=O)n2C	-4%
CCNC(=O)NC1(C(=O)Nc2ccc3c(c2)OCCO3)CCCCC1	5%
CCOC(=O)c1[nH]c(C)c(CN(CCc2ccccc2)C(=O)CCC(=O)O)c1C	-8%
CCn1cc(C(=O)NCC(=O)OC)c2cc(OC)c(OC)cc2c1=O	-10%
Fc1ccc(C2NCCn3cccc32)cc1 (stereo unspecified)	6%
COc1ccc(C2Nc3ccccc3C(=O)N2Cc2ccco2)cc1Cn1cc([N+](=O)[O-])cn1 (stereo unspecified)	-3%
Cc1noc(C)c1CSCC(=O)OCC(=O)Nc1sccc1C#N	-5%
CCC1CCCCN1S(=O)(=O)c1ccc2c(c1)CCN2C(=O)C1CCC1 (stereo unspecified)	-10%
CCOc1ccc(CCNC(=O)CN(C)S(=O)(=O)c2cccc3nsnc23)cc1OCC	-2%
CCOCCOC(=O)C1=C(C)N(C)C(=O)NC1c1cc(Cl)c(O)c(OC)c1 (stereo unspecified)	-8%
CCSc1nnc(NC(NC(=O)c2ccco2)(C(F)(F)F)C(F)(F)F)s1	-3%
Oc1cccc(/C=N/c2c(-c3ccco3)nc3ccccn23)c1	3%
Cc1cc(C)nc(Sc2ccc3nnc(C(F)(F)F)n3n2)n1	-5%
Cn1cnc2c1c(=O)n(Cc1ccc(F)cc1)c(=O)n2C	-7%
Cc1cccc(OCc2nnc(N)s2)c1C	-15%
O=S(=O)(c1cccc2cccnc12)N(CCO)CCO	-4%
O=C(Nc1ccc(S(=O)(=O)N2CCCCC2)cc1)c1cnccn1	-12%
CNC(=O)c1c(N)sc2c1CCCCC2	17%
COc1cccc(N(CC(=O)Nc2cccc(C(C)=O)c2)S(C)(=O)=O)c1	1%
COC(=O)c1sc(NC(=O)CC(C)C)c(C(=O)OC)c1C	-3%
CCCCCOc1ccc(CSC(=N)N)cc1[N+](=O)[O-]	-6%
CCOC(=O)C(C)Sc1nnc(-c2ccccc2O)n1Cc1ccccc1 (stereo unspecified)	-3%
O=C(CC1CCS(=O)(=O)C1)NC1CCCCC1 (stereo unspecified)	-4%
Cc1cc2cc(CNC(=O)c3ccc4c(c3)OCO4)ccc2[nH]1	6%
COc1ccc(CN2CCn3ncc(C(=O)Nc4cccc(C)c4)c3C2=O)cc1	16%
Cc1cnc(C(=O)Nc2ccc(F)cc2)cn1	-7%
Cc1nc(-c2ccccc2)sc1C(N)=O	3%
CC(C)NC(=O)c1ccccc1S(=O)(=O)c1ccccc1C#N	0%
CCOC(=O)c1ccc(NC(=O)COc2ccccc2OC)cc1	-6%
Cc1ccc(NC(=O)Cc2nnc(SCC(=O)c3ccc(Br)cc3)n2C)cc1Cl	1%
CCn1c2ccccc2c2cc(/C(C)=N/O)ccc21	-7%
CCCOC(=O)c1cccc(NC(=O)/C=C/c2ccc(Cl)cc2)c1	2%
O=C(NCc1nc2ccccc2[nH]1)c1cccc(S(=O)(=O)N2CCCC2)c1	-10%
O=C(Nc1ccccc1C(=O)NCc1ccco1)c1ccccc1	-4%
Cc1ccc(NS(=O)(=O)c2cc(C(=O)N3CCc4ccccc4C3)ccc2Cl)cc1	-11%
CC(C)NCC(=O)NC12CC3CC(CC(C3)C1)C2	0%
COc1cccc(CN2C(=O)C3CCCN3c3ccc(S(=O)(=O)N4CCOCC4)cc32)c1 (stereo unspecified)	11%
COc1ccc(N2CCN(C(=O)C3CCN(S(=O)(=O)N4CCOCC4)CC3)CC2)cc1	-5%
N#Cc1nc(COc2ccc(Br)cc2)oc1N1CCN(Cc2ccccc2)CC1	-6%
CC(C)=CC1C(CNC(=O)C(Cl)(Cl)Cl)C1(C)C (stereo unspecified)	1%
C/C(=C(\C#N)C(=O)NC1CCCCC1)N(C)C	-10%

(listing goes on)
SMILES	mouse EphA4 binding
CCS(=O)(=O)c1ccc2c(c1)N(S(C)(=O)=O)CC(C(=O)NC1CC1)O2 (stereo unspecified)	-11%
COC(=O)c1[nH]c2cccc(OC)c2c1NC(=O)CN1CC(C)OC(C)C1 (stereo unspecified)	-15%
CCOC(=O)c1c(N)sc2c1CCSC2	-15%
O=C1C2CCCN2C(c2cccc(Br)c2)N1c1ccc(F)cc1 (stereo unspecified)	7%
Cn1c(=O)c(=O)n(C)c2cc(S(=O)(=O)N3CCN(Cc4ccccc4)CC3)ccc21	-7%
Cc1c(Br)c(C(F)(F)F)nn1CC(=O)Nc1cc(C(F)(F)F)ccc1Cl	-5%
Cc1cc(C)c(NC(=O)CN2C(=O)c3ccccc3C2=O)c(C)c1	-2%
Cc1ccc(-n2c(CCC(=O)O)ccc2-c2cccs2)cc1C	5%
COc1ccc(NC(=O)C2CCN(c3nnnn3-c3ccccc3)CC2)cc1	-12%
COc1ccc(C(=O)NCCOc2ccc(C)cc2)cc1OC	-3%
Cc1ccc(OCC(=O)NCc2ccccn2)cc1	7%
CCOc1ccccc1N1C(=O)CC(Sc2ccccc2C(=O)O)C1=O (stereo unspecified)	0%
COc1ccc2nc(NC(=O)CSc3nc4ccccc4o3)sc2c1	7%
O=C(CCS(=O)(=O)c1cccs1)N1CCN(c2ccc(F)cc2)CC1	7%
O=C(NC(=S)NC1CCCCCCCCCCC1)c1cccnc1	-1%
O=C(O)CSCNC(=O)CC12CC3CC(CC(C3)C1)C2	-14%
CCOC(=O)N1CCC(NC(=O)c2cc(C(=O)NCc3cccc(Cl)c3)ccc2CO)CC1	-2%
CCOC(=O)c1sc(NC(=O)/C=C/c2cnn(CC)c2C)c(C(=O)OCC)c1C	-4%
CCOC(=O)c1c(C)oc2c(F)c(C(F)(F)F)c(F)c(F)c12	-14%
CCN(CC)c1ccc(C(=O)OCC(=O)NC2CCCCC2C)cc1 (stereo unspecified)	5%
CCc1nnc(NC(=O)C(NS(=O)(=O)c2ccc3c(c2)OCCO3)C(C)C)s1 (stereo unspecified)	-11%
CCSc1n[nH]c2nc3c(c(=O)n12)C1(CCCC1)Cc1ccccc1-3	-5%
CCCn1c(=O)c2ccccc2n2c(SCC(=O)NCc3cccs3)nnc12	-4%
NC(=O)c1ccc([N+](=O)[O-])cc1SCc1ccccc1	-5%
COCCOC(=O)c1c(C)oc2ccc(OCc3ccccc3F)cc12	-15%
COc1ccc(CNn2c(C)nc3ccccc3c2=O)cc1	-25%
CS(C)(=O)=NS(=O)(=O)c1ccc(Cl)cc1	-15%
COc1cc(OC)c(OC)cc1/C=N/n1c(C)nnc1C	-29%
Cn1c(=O)[nH]c(=O)c2c1nc(Br)n2Cc1ccccc1F	-5%
Cc1ccc(C(=O)COC(=O)C2CC(=O)N(c3nc(-c4ccccc4)cs3)C2)cc1 (stereo unspecified)	-2%
CCC1(CC)N([O-])C(C)=C(c2ccccc2)[N+]1=O	-9%
NC(=O)c1c(NC(NC(=O)c2ccco2)C(=O)c2ccc(Cl)cc2)sc2c1CCCC2 (stereo unspecified)	-10%
CCOc1cc2[nH]c(=O)n(CCCCC(=O)NC3CCCCCC3)c(=O)c2cc1OCC	1%
O=c1c(C=Nc2cccc(C(F)(F)F)c2)c[nH]n1-c1cccc(Cl)n1	-2%
CCOP(=O)(c1c(F)c(F)c(F)c(F)c1F)C(O)c1ccccc1 (stereo unspecified)	-11%
COc1ccc(N2CCN(C(=O)c3ccc4c(c3)OCO4)CC2)cc1	-7%
Cn1c(C(=O)N2CCC(C(N)=O)CC2)cc2c(=O)n(C)c3ccccc3c21	-3%
O=C(NCc1ccco1)C1CCN(S(=O)(=O)N2CCOCC2)CC1	-11%
Cc1ccc(-n2nc(C(=O)c3ccccc3)n3c(=O)cc(-c4ccccc4)nc23)cc1	-24%
CN(/C(=N\S(=O)(=O)c1ccccc1)C(F)(F)F)c1ccccc1	-10%
O=C(Cc1ccccc1)NC1CCN(S(=O)(=O)c2ccc(C(=O)O)cc2)CC1	10%
CC(=O)c1c(C(C)=O)c(C)n(NC(=O)c2ccncc2)c1C	4%
O=C(NCCC1=CCCCC1)c1ccc2c(=O)n3c(nc2c1)CCCCC3	-10%
CCCc1nc(SCC(=O)N2c3ccccc3CC2C)c2c(C)c(C)sc2n1 (stereo unspecified)	-1%
CCC1=NN(C(=O)c2ccc([N+](=O)[O-])cc2)C(O)(c2ccncc2)C1 (stereo unspecified)	-16%

2 of these compounds, reformatted.
canonical_smiles: CN(/C(=N\S(=O)(=O)c1ccccc1)C(F)(F)F)c1ccccc1
  mouse EphA4 binding: -10%
canonical_smiles: O=C(Cc1ccccc1)NC1CCN(S(=O)(=O)c2ccc(C(=O)O)cc2)CC1
  mouse EphA4 binding: 10%

The list continues:
SMILES	mouse EphA4 binding
Cc1cc2c(cc1C)N(C(=O)CN1C(=O)c3ccccc3C1=O)C(C)(C)c1ssc(=S)c1-2	4%
CCN(CC)C(=O)Cn1cnc([N+](=O)[O-])n1	-10%
Cc1ccc(C(=O)ON=C2CCN(c3ccc([N+](=O)[O-])cc3)CC2)cc1	-5%
CCOC(=O)C1CCCN(c2c(N3CCc4ccccc4C3)c(=O)c2=O)C1 (stereo unspecified)	-2%
CCCCP(=O)(c1ccccn1)c1ccccn1	11%
CC(C)(CNS(=O)(=O)c1ccc(Cl)cc1)N1CCCCC1	-10%
CC(C)c1[nH]c(=O)c(C#N)c2c1CSC(C)(C)C2	-7%
Cc1nc2cc(N3CCOCC3)c(NC(=O)C3CC3)cc2c(=O)n1Cc1ccccc1	-15%
O=c1ccc(Oc2nc(N3CCCCC3)nc(N3CCCCC3)n2)n[nH]1	-8%
O=C(O)CCC(=O)Nc1ccc(N2CCOCC2)cc1	-13%
O=C(O)c1ccc(CN2CCOCC2)cc1	-3%
COc1ccc(/C(N)=N/OC(=O)c2ccc(Cl)cc2)cc1	8%
Cc1occc1-c1nnc(SCC(=O)c2c[nH]c3ccccc23)n1C	1%
CCc1cc(C)cc(OCCOc2ccc(/C=c3\sc4nc5ccccc5n4c3=O)cc2)c1	-8%
COc1ccc(/C=C/C(=O)NCC2CCCO2)cc1Br (stereo unspecified)	-11%

Grouped by structure, those above containing an NH in an aromatic ring.
SMILES	mouse EphA4 binding
COc1ccc(CNc2nc3nc4c(c(=O)n3[nH]2)CCC4)cc1	-9%
COCC(=O)c1[nH]c2ccccc2c1C	-5%
CCOC(=O)c1c(C)[nH]c(C(=O)OCC(=O)NC2CCS(=O)(=O)C2)c1C (stereo unspecified)	-8%
CCc1c(C)nc(SCCOc2ccc(OC)cc2)[nH]c1=O	-3%
CCOC(=O)c1[nH]c(C)c(CN(CCc2ccccc2)C(=O)CCC(=O)O)c1C	-8%
Cc1cc2cc(CNC(=O)c3ccc4c(c3)OCO4)ccc2[nH]1	6%
O=C(NCc1nc2ccccc2[nH]1)c1cccc(S(=O)(=O)N2CCCC2)c1	-10%
COC(=O)c1[nH]c2cccc(OC)c2c1NC(=O)CN1CC(C)OC(C)C1 (stereo unspecified)	-15%
CCSc1n[nH]c2nc3c(c(=O)n12)C1(CCCC1)Cc1ccccc1-3	-5%
Cn1c(=O)[nH]c(=O)c2c1nc(Br)n2Cc1ccccc1F	-5%
CCOc1cc2[nH]c(=O)n(CCCCC(=O)NC3CCCCCC3)c(=O)c2cc1OCC	1%
O=c1c(C=Nc2cccc(C(F)(F)F)c2)c[nH]n1-c1cccc(Cl)n1	-2%
CC(C)c1[nH]c(=O)c(C#N)c2c1CSC(C)(C)C2	-7%
O=c1ccc(Oc2nc(N3CCCCC3)nc(N3CCCCC3)n2)n[nH]1	-8%
Cc1occc1-c1nnc(SCC(=O)c2c[nH]c3ccccc23)n1C	1%

(cont.)
SMILES	mouse EphA4 binding
COc1ccc(-c2noc(-c3cccc(OC)c3OC)n2)cc1OC	-7%
COc1cccc(N=c2oc3c(C)ncc(CO)c3cc2C(N)=O)c1	-10%
COCCN(CC(=O)NCC1CCCO1)C(=O)CCC(=O)Nc1cc(C)on1 (stereo unspecified)	-1%
O=C(c1ccccc1)N1CCCC(C(=O)N2CCCCCC2)C1 (stereo unspecified)	0%
Clc1ccc2[nH]c3c(NCC4CCCO4)ncnc3c2c1 (stereo unspecified)	1%
Cc1cccc(C(=O)NCCc2nnc(SCC(=O)Nc3nc(C)cs3)n2C)c1	-25%
CCC1(C)Cc2c(sc3nc(SC)nc(N)c23)CO1 (stereo unspecified)	-3%
CC(C)CCNC(=O)Cn1c2c(c(-c3ccccc3Cl)cc1=O)CCC2	7%
CC(C)(C)n1ncc2c(=O)n(CC(=O)Nc3ccc(Cl)cc3)cnc21	-15%
CCc1ccccc1OCCCOc1ccc(OC)cc1	13%
COc1ccc(-c2csc(Cc3nnc(N4CCOCC4)n3-c3ccccc3)n2)cc1	-3%
COc1ccc(OC)c(C2C3=C(COC3=O)Nc3cc4c(cc32)OCO4)c1 (stereo unspecified)	-8%
